GPR151 ag = activators of human GPR151, primary screen, cell-based, PathHunter beta-arrestin, luminescence; G-protein coupled receptor 151 (Homo sapiens), Q8TDV0; PathHunter beta-arrestin GPR151 cells; activation, % at 11.2 µM; actives 1% (n = 650,000); AID 1508602, 2020; in the data active means activation above about 4.9%;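 further: 0% = median of compound wells and 100% = cells with positive control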
Target sequence (Q8TDV0 whole entry, looked up): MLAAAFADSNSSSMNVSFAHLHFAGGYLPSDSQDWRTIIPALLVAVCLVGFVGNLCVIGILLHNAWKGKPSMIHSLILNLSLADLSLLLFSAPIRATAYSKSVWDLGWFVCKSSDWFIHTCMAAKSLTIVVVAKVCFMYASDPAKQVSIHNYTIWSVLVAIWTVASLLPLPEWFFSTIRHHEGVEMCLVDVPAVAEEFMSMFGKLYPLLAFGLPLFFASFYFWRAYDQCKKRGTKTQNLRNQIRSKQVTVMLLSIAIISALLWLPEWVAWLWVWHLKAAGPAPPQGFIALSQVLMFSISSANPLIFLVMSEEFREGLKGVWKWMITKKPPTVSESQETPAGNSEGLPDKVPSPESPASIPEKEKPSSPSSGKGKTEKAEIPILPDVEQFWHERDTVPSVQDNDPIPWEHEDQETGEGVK
FBW7 act = FBW7 E3 ligase activators, primary screen, biochemical, AlphaScreen, human; F-box/WD repeat-containing protein 7 (Homo sapiens), Q969H0; AlphaScreen FBW7–phospho-cyclin E peptide binding, activator screen; normalized activity (activation), % at 26.1 µM; actives 0.13% (n = 650,000); AID 1259310, 2017; in the data active means normalized activity above about 1.9%;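 further: purified mutant Fbw7 with reduced substrate affinity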
MITF inh = MITF inhibitors, primary screen, biochemical, AlphaScreen, human; AID 1259374, 2018; actives 0.91% (n = 650,000); AlphaScreen MITF homodimerization, bead proximity signal; inhibition, % at 2.6 µM; in the data active means inhibition above about 50%;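 further: 0% = vehicle wells with protein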
Target sequence (O75030 whole entry, looked up): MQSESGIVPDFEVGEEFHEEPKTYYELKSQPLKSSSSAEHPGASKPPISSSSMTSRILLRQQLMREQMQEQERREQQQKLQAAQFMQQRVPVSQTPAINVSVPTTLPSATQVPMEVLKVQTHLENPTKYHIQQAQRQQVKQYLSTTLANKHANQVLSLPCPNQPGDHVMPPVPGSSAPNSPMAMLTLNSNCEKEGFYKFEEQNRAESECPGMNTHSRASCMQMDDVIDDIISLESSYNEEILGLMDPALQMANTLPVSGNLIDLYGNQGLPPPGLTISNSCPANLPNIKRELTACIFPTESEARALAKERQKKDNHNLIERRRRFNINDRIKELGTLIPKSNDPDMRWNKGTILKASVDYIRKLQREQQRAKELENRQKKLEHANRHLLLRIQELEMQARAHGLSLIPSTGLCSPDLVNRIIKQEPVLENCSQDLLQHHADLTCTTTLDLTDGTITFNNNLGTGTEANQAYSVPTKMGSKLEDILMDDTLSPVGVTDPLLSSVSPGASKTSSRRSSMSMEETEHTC
TEAD-YAP block = TEAD-YAP interaction inhibition, primary screen, TEAD-YAP interaction inhibitor project, luminescence, HEK-TIYL cells. AID 1259422, 2018. inhibition, % at 9.12 µM. actives 1.4% (n = 640,000). TEAD-Gal4/YAP UAS-luciferase luminescence; in the data active means inhibition above about 32%;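 further: 0% = median of test compound wells and 100% = reference inhibitor wells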
Starred values were filed as active, the others as inactive.

SMILES	GPR151 ag	FBW7 act	MITF inh	TEAD-YAP block
CN1C(=O)c2ccc(C(=O)Nc3ccccc3I)cc2C1=O	5.2*	-0.1	6	9
Cc1c(C)c2cc(Cl)c(O)c(CN(C)C)c2oc1=O	-0.2	0.1	9	2
CN1CCCN(C(=O)C2CC23CCN(Cc2nc4ccccc4[nH]2)CC3)CC1 (stereo not given)	1.6	-0.1	-6	-4
Oc1cccc2ccc(/C=C/c3ccc(Cl)cc3)nc12	-2.1	0.1	5	46*
Cc1nc2c(C)cccn2c1C(=O)NC(c1ccccc1)C(F)(F)F (stereo not given)	-0.4	0.3	2	10
C=CCN(CC=C)S(=O)(=O)c1ccc(C(=O)Nc2sc3c(c2C(=O)OCC)CCN(C(C)C)C3)cc1	1.1	0.1	-14	-9
COc1ccc(CCNC(=O)CSc2n[nH]c(N)n2)cc1	-1.1	-0.1	-1	-2
Cc1ccc(Oc2nc3ccccc3n3cnnc23)cc1	-1.4	0.8	-18	-7
CCOC(=O)N1CCC(NC(=O)c2cc3c(-c4ccc(Cl)cc4)nn(C)c3s2)CC1	-0.6	0.2	19	-3
O=C(NCc1ccco1)c1nnc(-c2cccc(Cl)c2)o1	-0.3	0.2	-7	-25
CCn1ncc(C(=O)N2CCCC2c2nc(-c3ccncc3)n[nH]2)c1C (stereo not given)	-0.5	-0.2	-3	-5
CC(C)(C)c1ccc(C(=O)Nn2c(-c3ccc(Br)cc3)nc3ccccc3c2=O)cc1	-0.2	0.2	7	3
CC1CCCCC1NC(=O)c1ccc2c(=O)n(CC3CCCO3)c(=S)[nH]c2c1 (stereo not given)	-0.6	-0.1	3	-6
C=CCNC(=O)C(=O)N/N=C/c1ccc(OC)c(OC)c1	-0.6	0.4	21	-9
CN1CCN(CCC(=O)Nc2nccs2)CC1	-0.8	0.0	6	2
CSc1ccccc1NC(=O)CN(C)C(C)C(=O)Nc1ccc(C(C)=O)cc1 (stereo not given)	4.3	0.0	8	-8
CS(=O)(=O)N(CC(=O)NC1CCCC1)c1ccc(F)cc1	1.0	0.1	10	13
CSc1ccccc1-n1nnn(C2CC(=O)C3OCC2O3)c1=S (stereo not given)	1.1	0.0	-6	-10
c1ccc(OCCNc2nc(Nc3nccc4ccccc34)nc3c2ncn3C2CCCCC2)cc1	-0.8	0.2	6	1
CN1CCN(NC(=O)COc2ccc(Br)cc2Cl)CC1	0.1	0.0	5	-3
O=C(Nc1ccc(Cl)cc1)c1cc(-c2ccccn2)nc2ccccc12	-1.5	0.6	16	-1
Fc1cccc(CN2CCc3nncn3CC2)c1	1.5	-0.1	-2	-5
CCCCn1cnc2sc3c(c2c1=N)CCCCC3	0.3	-0.2	-1	26
C=CCn1c(CC(=O)Nc2ccc(OC)cc2)nnc1SCC(=O)Nc1ccccc1	1.1	0.0	7	-4
O=C1CCCCN1c1cccc(NC(=O)C2(c3ccc(F)cc3)CC2)c1	-0.1	-0.4	-8	12
(next part)
SMILES	GPR151 ag	FBW7 act	MITF inh	TEAD-YAP block
Cc1ccc(-c2nnc(SCC(=O)Nc3cccc([N+](=O)[O-])c3)n2C)cc1	4.6	0.5	-4	-3
COc1ccc(C(=O)N(Cc2sccc2C)C2CCS(=O)(=O)C2)cc1Cl (stereo not given)	-0.4	0.0	15	9
COc1ccccc1NC(=O)CSc1nc2ccccc2c(=O)n1CCC(=O)N1CCN(c2ccccc2)CC1	1.2	0.0	-3	-6
Cc1c(C(=O)NCCC2CCCN2C)sc2ncnc(NCc3ccco3)c12 (stereo not given)	4.7	0.1	-1	-1
CCCCNc1nc(OCC(F)(F)F)nc(N2CCN(C34CC5CC(CC(C5)C3)C4)CC2)n1	1.7	0.0	0	-9
CC(C)OC(=O)NC(C)(C)COC(=O)Nc1cccc(Cl)c1	-0.2	0.2	-2	-5
CC(C)=CC(=O)Nc1nnc(COc2ccccc2)s1	0.6	0.5	15	10
O=C(CCSc1nc2ccccc2o1)Nc1ccccc1Br	0.9	-0.2	-2	11
C=CCNC(=O)c1cc2c(=O)n3cccc(C)c3nc2n(CCc2ccccc2)c1=N	-0.6	0.1	9	-12
O=C(CNC(=O)c1ccc2c(c1)OCO2)NC1CC1	-1.1	0.0	-13	-8
CCC(C(=O)Nc1ccc(C(C)C)cc1)n1nnc(C(=O)OC)c1C(=O)OC (stereo not given)	1.1	0.0	1	2
Cc1ccc2c(c1)CN(CC(=O)N1CCN(c3ccccc3F)CC1)CC(C)O2 (stereo not given)	-0.9	0.1	-1	13
COc1ccc(-c2cnc(NCc3cccc(F)c3)n2C)cc1	0.0	0.0	43	-6
COc1cc(OC)c(/C=N/Nc2nc3ccccc3[nH]2)c(OC)c1	0.8	-0.3	17	-3
COC(=O)c1ccc(NN2C(=O)c3cccc4c(N5CCOCC5)ccc(c34)C2=O)cc1	-0.7	0.0	-8	-4
CCCCCCOC(=O)C1=C(C)NC(=O)NC1c1cccc(OCC)c1 (stereo not given)	4.2	-0.2	1	-7
CCCC(=O)Nc1cccc(NC(=S)NC(=O)c2cccc(OC)c2)c1	-2.9	0.2	-15	-43
CCCC1CCC(c2ccc(-c3noc(-c4ccc(OC(=O)c5ccccc5)cc4)n3)cc2)CC1 (stereo not given)	-0.5	0.0	-11	5
COc1ccc(/C=N/NC(=O)c2cc[n+]([O-])cc2)cc1OC	-1.4	0.4	14	-1
COCCNC(=O)c1c(NC(=O)COc2ccc(F)cc2)sc2c1CCCC2	1.0	0.1	4	6
C=CCOCCNc1nc(C(C)C)nc2c1nnn2Cc1ccccc1	-0.2	-0.1	3	-2
CCOc1ccc(CNC(=O)c2ccc(CS(=O)c3ccccc3)o2)cc1 (stereo not given)	-0.9	-0.2	1	4
Cc1cc(C)n(Cc2ccc(C(=O)N/N=C/c3ccc(O)cc3O)cc2)n1	-0.4	-0.8	19	61*
COc1ccc(-c2cnc(Oc3ccc(CC#N)cc3)nc2)cc1	1.5	-0.1	-3	-27
COC(=O)c1cc(S(=O)(=O)N2CCN(c3cccc(C(F)(F)F)c3)CC2)c[nH]1	1.2	-0.1	-1	-8
Additional entries follow:
SMILES	GPR151 ag	FBW7 act	MITF inh	TEAD-YAP block
CON(C)S(=O)(=O)c1ccc(Br)c(C(=O)OCc2ccc(C#N)cc2)c1	1.2	0.2	7	1
CNC(=O)COc1ccc(S(=O)(=O)NCC(C)C)cc1C	-1.9	1.2	19	0
Cc1ccc2nc3c(cc(C(=O)NCc4cccnc4)c(=N)n3C3CCCC3)c(=O)n2c1	-0.7	0.0	-2	-6
COc1ccc(C(=O)CN2C3=NCCN3c3ccccc32)cc1	-0.3	0.1	-3	-4
CCOc1cccc(C(=O)Nc2nnc(COc3ccc(Cl)cc3)s2)c1	0.8	-0.1	4	15
O=C(O)COc1ccc(NC(=O)COc2ccccc2Cl)cc1	2.4	-0.1	4	10
Cc1cc(C)cc(NC(=O)c2ccc3c(=O)n(Cc4cccc(Br)c4)c(=S)[nH]c3c2)c1	-0.9	0.1	14	-1
COc1cccc(/C=N/NC(=O)CC(=O)Nc2cccc(Cl)c2)c1OC	0.1	0.1	0	-1
O=C(O)c1oc2ccc(Cl)cc2c1-n1cccc1	0.6	-0.1	12	2
CN1CCN(C(=O)c2ccccc2-c2nc(-c3ccc(Cl)cc3)no2)CC1	1.0	-0.1	-7	-3
CC(C)CC(=O)Nc1c2c(nn1-c1ccc(Cl)cc1)CSC2	-0.3	-0.1	0	-10
CCOc1cc(S(=O)(=O)NC2CC(C)(C)NC(C)(C)C2)ccc1F	-1.3	-0.4	2	-8
CCOC(=O)c1c(NC(=O)C(CC)Oc2ccccc2)sc(C(N)=O)c1C (stereo not given)	0.2	0.1	2	4
Cc1ccc(Cl)cc1NC(=O)CN1C(=O)C2C3C=CC(C3)C2C1=O (stereo not given)	2.4	-0.2	-8	-6
Cc1ccc(NC(=O)c2sc3nc4c(c(-c5cccs5)c3c2N)CCCC4)cc1	0.0	0.0	-5	-10
CC1(C)CC(=O)CC(C)(C)N1OC(=O)c1ccncc1	0.4	-0.1	0	14
CCc1ccccc1NC(=O)CSc1nc2nc(C)c(Cc3cccc(Cl)c3)c(C)n2n1	-0.2	-0.2	2	-5
CCSc1nnc2c(n1)OC(c1cccc(O)c1)Nc1ccccc1-2 (stereo not given)	1.3	-0.1	-13	-19
CCOC(=O)CCCCCN(Cc1ccccc1)S(=O)(=O)c1ccc([N+](=O)[O-])cc1	-1.1	0.1	2	0
CC(NS(=O)(=O)c1cccc2nsnc12)C(=O)O (stereo not given)	-1.3	0.2	11	-7
C=C1OC(=O)OC1(C)CCc1ccc2c(c1)OCO2 (stereo not given)	-0.6	-0.2	-6	-7
Cc1ccc(C(=O)C[n+]2cc(Br)cc(Br)c2)cc1[N+](=O)[O-]	-0.9	0.1	6	-7
O=C(Nc1ccccc1)N1CCCCCC1	0.4	0.0	-19	-6
COc1cccc(CN2C(=O)C3C(C(=O)Nc4ccc(F)c(Cl)c4)C4C=CC3(O4)C2C(=O)NC2CCCC(C)C2C)c1 (stereo not given)	0.2	-0.1	4	-6
O=[N+]([O-])c1cc(C2C=C(c3ccc(Cl)cc3)Nc3ncnn32)ccc1Cl (stereo not given)	-1.1	0.0	-13	-6
Going on with the list.
SMILES	GPR151 ag	FBW7 act	MITF inh	TEAD-YAP block
COCCNC(=O)CN(Cc1c(F)cccc1Cl)S(=O)(=O)c1ccc(C)cc1	0.2	0.2	11	6
CC(C)(C)NC(=O)COC(=O)C1=NN(c2ccccc2)C(=O)CC1	1.9	0.3	-2	5
Cn1ncc(C#N)c1/N=C/N1CCOCC1	-0.9	0.8	-16	6
CCCOc1ccc(C2Nc3ccccc3NC3=C2C(=O)CC(c2ccc(OC)cc2)C3)cc1OC (stereo not given)	2.4	-0.3	5	-11
O=C(Cc1cn(-c2ccc(N3CCCC3CO)nn2)c2ccccc12)NCCc1ccc(O)cc1 (stereo not given)	0.3	0.1	-1	1
CCOC(=O)c1ccccc1NC(=O)COc1ccccc1	0.7	-0.1	5	1
COc1cc(C(=O)Nc2c3c(nn2C(C)(C)C)CSC3)cc(OC)c1OC	-0.2	0.7	8	4
O=C1c2cccc3cccc(c23)N1CN1CCc2ccccc2C1	-0.9	0.0	-13	2
O=C(COc1ccccc1)N1CCC[C@@H]1Cn1nc(-c2cccs2)ccc1=O	-0.4	-0.1	3	2
Cc1cccc(OCC(=O)N/N=C/C=C/c2ccco2)c1	0.0	0.0	23	-2
CCN1C(=O)c2ccc(-c3ccc(/C=C4/C(=O)N(c5ccc(C(=O)O)cc5)N=C4C)o3)cc2C1=O	2.0	-0.1	-2	-7
COc1ccc(OC(C)C(=O)NCc2nc(-c3cccc(C)c3)no2)cc1 (stereo not given)	-0.8	-0.1	-4	7
CC(CN1CCOCC1)OC(=O)/C=C/c1ccccc1 (stereo not given)	1.1	-0.1	-7	-27
N#C/C(=C\c1ccc(-c2cccc([N+](=O)[O-])c2)o1)C(=O)Nc1ccc(S(N)(=O)=O)cc1	1.1	0.2	7	10
NC(=O)C1CCN(c2nc(Nc3ccc(Cl)cc3)nc(Nc3ccc(Cl)cc3)n2)CC1	-0.4	0.1	3	18
COc1ccc(Br)cc1S(=O)(=O)NCCc1c(C)[nH]c2ccccc12	-0.5	-0.2	-2	-11
CCOC(CNC(=O)c1nnc(-c2ccccc2)o1)OCC	-0.7	-0.1	7	-6
CC(C(=O)N1CCN(Cc2ccc(Cl)cc2Cl)CC1)N1C(=O)c2ccccc2C1=O (stereo not given)	0.6	-0.1	4	-3
CN1CCSc2ccc(C(=O)NCc3ccc(F)cc3)cc21	-0.2	-0.2	6	-7
Cc1c(C(=O)N2CCc3ccccc3C2)sc2nc(SCc3cccc([N+](=O)[O-])c3)n(CCc3ccccc3)c(=O)c12	0.7	-0.1	9	-2
CN(C)CCN(C)C(=O)c1cc(-c2cn[nH]c2)ccc1NC(=O)C1COc2ccc(F)cc2C1 (stereo not given)	-0.6	0.0	15	3
O=C1c2ccccc2-c2cccc(C(=O)N3CCN(C(=O)c4ccccc4)CC3)c21	-0.1	0.7	10	12

From PubChem BioAssay
